Source: PubChem BioAssay (several laboratories)
LEDGF integ inh = blockers of LEDGF/p75-dependent integrase strand transfer – biochemical, TR-FRET, high throughput, primary screen; HIV-1 integrase (with human LEDGF/p75); TR-FRET IN-LEDGF/p75 DNA integration, Eu/Cy5; inhibition, % at 3.7 µM; AID 743269, 2014; 370,000 compounds, 0.64% hits;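 active = inhibition above the screen-wide mean plus 3 SD, cut at about 13% in these data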;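 note: signal is the Cy5 over europium emission ratio at 671 and 618 nm; 0% = plate median of compound wells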
PG9 Ab binder = binders of HIV-1 gp120 antibody PG9, primary screen, biochemical, TR-FRET; TR-FRET gp120-PG9 antibody binding; inhibition, % at 6.7 µM; 360,000 compounds, 0.43% hits; AID 624416, 2012; in the data active = inhibition above about 8.5%
HTRA1 inh = HTRA1 serine protease inhibitors, primary screen, biochemical, fluorescence polarization, HTS; Q92743; recombinant HTRA1, FP-rhodamine activity-based probe; inhibition, % at 5.96 µM; 340,000 compounds, 0.5% hits; AID 504803, 2011; in the data active = inhibition above about 36%;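 note: 0% = enzyme with DMSO and 100% = wells lacking enzyme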
mABHD4 FP = ABHD4 inhibitors, primary screen, biochemical, fluorescence polarization, mouse. (Lyso)-N-acylphosphatidylethanolamine lipase (Mus musculus), Q8VD66. purified mABHD4, FP-Rh probe fluorescence polarization. AID 720543, 2013. 370,000 compounds, 0.54% hits. inhibition, % at 8.92 µM;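 active = inhibition exceeding the mean over every tested compound plus 3 SD, cut at about 30% in these data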;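 note: 0% = plate median of compound wells and 100% = S159A mutant with DMSO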
Target sequence (Q8VD66 whole entry, looked up): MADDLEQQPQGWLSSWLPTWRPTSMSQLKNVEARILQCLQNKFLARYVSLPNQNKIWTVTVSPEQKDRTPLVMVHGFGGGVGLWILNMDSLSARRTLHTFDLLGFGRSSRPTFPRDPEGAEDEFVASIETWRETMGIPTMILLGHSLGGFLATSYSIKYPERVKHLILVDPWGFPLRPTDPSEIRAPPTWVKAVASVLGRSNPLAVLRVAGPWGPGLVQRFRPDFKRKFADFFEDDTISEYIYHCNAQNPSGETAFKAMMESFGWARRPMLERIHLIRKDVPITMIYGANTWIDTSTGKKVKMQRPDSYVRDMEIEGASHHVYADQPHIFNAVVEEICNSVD
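Material: mouse ABHD4 enzyme, wild type; Benchmarks: S159A mutant high control, sample median low control; Buffer or medium: HEPES pH 7.0, NaCl, Pluronic buffer; Signal: fluorescence polarization; Read-out: percent inhibition of probe binding, normalized to plate controls; Timing: pre-incubation 45 min, probe exposure 60 min, at 25 °C; Dosing: 8.92 µM, single dose.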
UHRF1 binding = UHRF1 methylated DNA binding inhibitors, primary screen, counter-screen for MBD2 inhibitor project, biochemical, TR-FRET, human UHRF1, single concentration; UHRF1 binding to methylated oligo; E3 ubiquitin-protein ligase UHRF1 (Homo sapiens), Q96T88; AID 687016, 2013; 370,000 compounds, 0.75% hits; inhibition, % at 4.4 µM; in the data active = inhibition above about 21%;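 note: UHRF1 SRA domain binding a hemimethylated CpG hairpin DNA probe; 0% = median of test compound wells and 100% = reference inhibitor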
Target sequence (Q96T88 whole entry, looked up, the tested form may be a part): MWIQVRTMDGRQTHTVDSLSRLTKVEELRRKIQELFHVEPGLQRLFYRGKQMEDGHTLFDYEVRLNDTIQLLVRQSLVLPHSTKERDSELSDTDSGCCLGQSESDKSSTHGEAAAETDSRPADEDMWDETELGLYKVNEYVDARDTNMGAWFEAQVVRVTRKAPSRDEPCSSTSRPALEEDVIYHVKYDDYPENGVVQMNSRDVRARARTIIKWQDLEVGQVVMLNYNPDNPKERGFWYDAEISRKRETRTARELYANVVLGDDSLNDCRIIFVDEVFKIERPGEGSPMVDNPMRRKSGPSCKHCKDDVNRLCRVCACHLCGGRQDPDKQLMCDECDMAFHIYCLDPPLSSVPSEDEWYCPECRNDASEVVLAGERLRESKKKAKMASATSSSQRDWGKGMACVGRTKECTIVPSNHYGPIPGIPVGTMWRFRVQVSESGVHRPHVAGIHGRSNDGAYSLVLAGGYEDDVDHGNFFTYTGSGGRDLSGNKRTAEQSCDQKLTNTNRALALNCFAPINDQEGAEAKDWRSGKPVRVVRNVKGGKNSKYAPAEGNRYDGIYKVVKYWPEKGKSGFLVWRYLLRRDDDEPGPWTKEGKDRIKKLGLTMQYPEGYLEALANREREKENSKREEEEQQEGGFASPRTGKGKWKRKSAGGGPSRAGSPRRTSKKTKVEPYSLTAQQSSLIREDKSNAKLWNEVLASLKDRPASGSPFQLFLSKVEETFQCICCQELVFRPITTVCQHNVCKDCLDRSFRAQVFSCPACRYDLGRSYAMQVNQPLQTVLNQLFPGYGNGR
PRMT1 inh = PRMT1 methyltransferase inhibitors, primary screen, biochemical, fluorescence polarization | Protein arginine N-methyltransferase 1 (Homo sapiens), Q99873 | 370,000 compounds, 1.3% hits | inhibition, % at 2.79 µM | AID 652257, 2013 | recombinant PRMT1, activity-based probe fluorescence polarization;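 active = inhibition above about 21% made by adding two undisclosed values, limit read from the data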
Rev-erbA mod = modulators of Rev-erb alpha DNA binding, primary screen, biochemical, FITC-DNA, fluorescence polarization, uHTS; Nuclear receptor subfamily 1 group D member 1 (Homo sapiens), P20393; 370,000 compounds, 0.79% hits; Rev-erbα–FITC-DNA binding, 90 min; activity, % at 10 µM;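 active = activity above about 14%, limit read from the data; passing the limit was not always enough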;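 note: 0% = DMSO wells with 35 nM protein and 100% = DMSO wells with 750 nM protein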
rCAG RNA binder = binders of r(CAG) RNA repeats, primary screen, biochemical, fluorescence. AID 651821, 2012. inhibition, % at 3 µM. 370,000 compounds, 1.3% hits. r(CAG) RNA repeat, TO-PRO-1 dye displacement fluorescence;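 active = inhibition above the plate cutoff, the mean of all test compounds on that plate plus 3 SD, cut at about 35% in these data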;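 note: 0% = DMSO alone and 100% = 100 µM mitoxantrone as full dye displacement; higher means more dye released from RNA so lower well fluorescence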
MBD2 inh = inhibitors of MBD2 binding to methylated DNA, primary screen, biochemical, TR-FRET, DNA-binding domain, human. 370,000 compounds, 0.31% hits. inhibition, % at 4.4 µM. MBD2 binding to methylated oligonucleotide; in the data active = inhibition above about 13%
TCR CD3 inh = inhibitors of human TCR-CD3 interaction, primary screen, biochemical, fluorescence, TAMRA-labeled TCR probe; inhibition, % at 9.4 µM; 360,000 compounds, 0.37% hits; T-cell receptor (TCR); in the data active = inhibition above about 19%;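 note: recombinant mutant TCR 2C K166C tagged with TAMRA read by polarization; 0% = receptor in buffer alone and 100% = receptor with positive control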
Active calls of the source: *; . = no result given. An excerpt; count on the stated rates, not on these rows.

| SMILES | LEDGF integ inh | PG9 Ab binder | HTRA1 inh | mABHD4 FP | UHRF1 binding | PRMT1 inh | Rev-erbA mod | rCAG RNA binder | MBD2 inh | TCR CD3 inh |
| --- | --- | --- | --- | --- | --- | --- | --- | --- | --- | --- |
| CC1Cc2ccccc2N1C(=O)CSc1nc2ccccc2n1CC(=O)N1CCOCC1 (stereo not drawn) | 0 | 0.4 | -1 | -1 | -1 | 2 | 3 | -6 | 2 | -4 |
| Cc1ccc(S(=O)(=O)CCC(=O)OCc2ccc(Cl)c(Cl)c2)cc1 | -4 | -1.9 | -11 | -9 | 3 | 3 | -10 | -6 | 0 | 0 |
| Cc1noc(C)c1NC(=O)Nc1ccc2c(c1)C(=O)N([C@H](C)CO)C[C@H](C)[C@@H](CN(C)C(=O)NC(C)C)O2 | -1 | -1.7 | -5 | 6 | 0 | 2 | -3 | -2 | 0 | -1 |
| Clc1ccccc1Sc1ccc(-c2ccccn2)s1 | -4 | -0.5 | . | -6 | 2 | 2 | 3 | 1 | 3 | -2 |
| COc1cc(/C=C/C(=O)OCC(=O)N(C)Cc2ccccc2)ccc1O | -2 | -1.4 | -1 | 3 | 1 | -6 | -4 | 5 | -5 | 0 |
| O=C(c1cccnc1)C1CCCN(Cc2nc(Cc3ccccc3)no2)C1 (stereo not drawn) | 4 | 2.0 | -6 | -5 | 2 | -2 | 2 | -4 | -2 | 4 |
| CCOc1ccc2c(c1)c(=O)c(S(=O)(=O)c1ccc(CC)cc1)cn2C | 2 | 4.8 | -1 | 4 | 2 | 2 | 4 | -3 | 4 | 5 |
| O=C(COC(=O)CCCSc1nc2ccccc2[nH]1)Nc1cccc(F)c1 | 0 | -1.9 | -20 | -1 | 0 | -2 | 3 | -3 | 2 | 0 |
| Cc1ccc(-c2nnn(CC(=O)N(Cc3ccc(F)cc3)C(C(=O)NC3CCCC3)c3ccncc3)n2)o1 (stereo not drawn) | -1 | -1.2 | -11 | -1 | -1 | 1 | -3 | 2 | -2 | -4 |
| Cc1cc(C)cc(N2CCCn3c2nc2c3c(=O)n(CCN3CCOCC3)c(=O)n2C)c1 | -1 | -0.5 | 1 | -1 | 5 | 0 | 3 | 3 | -2 | -2 |
| O=C(Nc1ccccc1C(=O)NC(Cc1c[nH]c2ccccc12)C(=O)O)c1ccco1 (stereo not drawn) | 0 | -1.8 | -5 | 5 | -1 | 2 | -3 | 21 | -2 | 4 |
| O=C(CN1C(=O)S/C(=C\c2ccc(-c3cc(C(=O)O)ccc3Cl)o2)C1=O)Nc1ccc2c(c1)OCO2 | 18* | -1.7 | -27 | 17 | 17 | 18 | -16 | 49* | 6 | 12 |
| CC(C)(C)OC(=O)N1CC(O)CC1C(=O)OCC(=O)c1ccccc1 (stereo not drawn) | 2 | -0.6 | 4 | 0 | 1 | 0 | 2 | -4 | -4 | 1 |
| Cc1nc2ccccc2c(=O)n1NC(=O)/C=C/c1ccccc1Cl | -2 | -1.7 | -6 | -6 | -2 | -1 | 3 | 4 | -4 | 1 |
| CC1CC2=C(C(=O)O1)C(C)Nc1ccccc1N2 (stereo not drawn) | -1 | 0.2 | 6 | 5 | 0 | -3 | -10 | -3 | -1 | 10 |
| COc1ccnc2c1c(=O)n(Cc1ccc(F)cc1)c(=O)n2C | 5 | -2.6 | -2 | 14 | 13 | -5 | 2 | 0 | 1 | -3 |
| O=C(C[C@H]1C/C=C\C[C@@H](Cc2ccc(F)cc2)C(=O)OC[C@H]2CCCN2C1=O)NCCO | 1 | 0.9 | 0 | 7 | 1 | 2 | 3 | -2 | -2 | 2 |
| CC(C)(C)NC(=O)CN(Cc1cccs1)C(=O)c1csnn1 | 6 | -0.3 | 0 | -1 | 2 | 0 | 2 | 2 | 0 | 3 |
| CC(NC(=O)c1ccco1)C(=O)OCc1cccc(C(F)(F)F)c1 (stereo not drawn) | -2 | -0.2 | 2 | 0 | -1 | 3 | -5 | -2 | 2 | 1 |
| Nn1c(SCC(=O)Nc2ccc(N3CCOCC3)cc2)nnc1C1CC1 | 2 | -0.1 | 7 | 0 | 1 | -2 | 1 | 1 | 1 | 6 |
| CN(Cc1ccc(CNC[C@H]2O[C@@H](n3cnc4c(N)ncnc43)[C@H](O)[C@@H]2O)o1)S(C)(=O)=O | 1 | -0.9 | 4 | -2 | -1 | 1 | -4 | 1 | 0 | 3 |
| Cc1[nH]n(-c2ccccc2)c(=O)c1C=Nc1cccc2cccnc12 | -4 | 1.6 | -27 | 8 | -3 | -1 | -5 | 12 | 0 | 1 |
| O=C1/C(=C/c2cccnc2)SC(=S)N1C1CCS(=O)(=O)C1 (stereo not drawn) | -3 | -4.9 | -2 | -18 | -7 | 11 | 1 | 2 | 0 | -3 |
| C[C@@H]1COC(=O)[C@@H](CC(=O)OC(C)(C)C)C/C=C\C[C@@H](CC(=O)N[C@@H](CO)Cc2ccccc2)C(=O)N1 | -1 | -0.2 | 1 | 2 | 1 | 1 | -7 | -9 | -1 | 1 |
| CSc1ncc(CN2CCN(CC=C(C)C)C(CCO)C2)cn1 (stereo not drawn) | 1 | -2.0 | 1 | -2 | 3 | 2 | 1 | -1 | 3 | -1 |

Next part; it opens with the three that closed the last part.
| SMILES | LEDGF integ inh | PG9 Ab binder | HTRA1 inh | mABHD4 FP | UHRF1 binding | PRMT1 inh | Rev-erbA mod | rCAG RNA binder | MBD2 inh | TCR CD3 inh |
| --- | --- | --- | --- | --- | --- | --- | --- | --- | --- | --- |
| O=C1/C(=C/c2cccnc2)SC(=S)N1C1CCS(=O)(=O)C1 (stereo not drawn) | -3 | -4.9 | -2 | -18 | -7 | 11 | 1 | 2 | 0 | -3 |
| C[C@@H]1COC(=O)[C@@H](CC(=O)OC(C)(C)C)C/C=C\C[C@@H](CC(=O)N[C@@H](CO)Cc2ccccc2)C(=O)N1 | -1 | -0.2 | 1 | 2 | 1 | 1 | -7 | -9 | -1 | 1 |
| CSc1ncc(CN2CCN(CC=C(C)C)C(CCO)C2)cn1 (stereo not drawn) | 1 | -2.0 | 1 | -2 | 3 | 2 | 1 | -1 | 3 | -1 |
| CCOc1ccc(C(=O)NC(=S)N2CCN(c3ccc(C(F)(F)F)cc3[N+](=O)[O-])CC2)cc1 | 2 | -0.7 | -5 | -5 | -1 | -3 | -3 | 5 | -3 | -4 |
| Cc1ccc(C)c(-n2c(CNC(=O)c3ccco3)nnc2SCC(=O)N2CCc3ccccc32)c1 | 0 | -2.1 | 4 | 5 | -2 | 0 | 4 | -2 | -1 | 2 |
| C/C(=N\O)C1(C)N(O)C(C)(C)C(c2ccc(F)cc2)=[N+]1[O-] (stereo not drawn) | 1 | -1.0 | 1 | -1 | -1 | -2 | 0 | -1 | 4 | 3 |
| CN(CC(=O)OCC(=O)NCC(F)(F)F)S(=O)(=O)c1ccc(Cl)cc1 | 1 | -4.1 | 10 | 3 | -1 | -3 | -7 | -1 | 1 | 7 |
| CC(=O)Nc1ccc(S(=O)(=O)NC(CSc2ccc(C(=O)O)cc2[N+](=O)[O-])C(=O)O)cc1 (stereo not drawn) | 9 | -1.2 | -2 | 0 | 5 | 20 | 3 | 9 | -5 | -9 |
| O=C(NN/C(=N/S(=O)(=O)c1ccc(Cl)cc1)c1ccccc1)c1ccc(O)cc1 | -2 | -0.4 | -3 | 1 | 0 | -2 | 1 | 3 | 0 | -1 |
| CCc1cccc2c(C(=O)CN3C(=O)NC4(CCc5ccccc54)C3=O)c[nH]c12 (stereo not drawn) | -1 | 1.2 | -29 | -33 | 2 | 0 | -4 | 14 | 5 | -4 |
| COc1ccc(Cc2nc3ccc(C(=O)NCc4cc(C)no4)cc3o2)cc1OC | -1 | -2.1 | -6 | 8 | 2 | 2 | 7 | -5 | -1 | 2 |
| COc1ccc(Cl)cc1NC(=O)C12CCC(C)(C(=O)O1)C2(C)C (stereo not drawn) | 0 | 0.5 | -3 | 0 | 5 | -1 | -5 | -4 | 3 | -2 |
| COC(=O)[C@]1(C)N[C@H](CN(C)S(=O)(=O)c2ccc(C(C)(C)C)cc2)[C@@H]2C(=O)N(C)C(=O)[C@@H]21 | -3 | 0.6 | 6 | 0 | -4 | 1 | 5 | -3 | -6 | 8 |
| N#CCC(CNc1ncc(C(F)(F)F)cc1Cl)OC(=O)c1ccc(Cl)cc1 (stereo not drawn) | -1 | -1.3 | -44 | -25 | -2 | 2 | 10 | -4 | 0 | 5 |
| CCn1c(=NC(=O)c2ccc(N3C(=O)CCC3=O)cc2)sc2c(OC)ccc(OC)c21 | -2 | 16* | -22 | -25 | 0 | -2 | 82* | 15 | 7 | -5 |
| COc1ccc(CN2C(=O)NC3(CCCCCC3)C2=O)cc1F | -1 | 0.4 | -1 | -1 | 4 | 1 | 3 | 0 | -2 | 3 |
| Cc1cccc(CNc2ccc(C(CC(N)=O)NC(=O)c3cccc(Br)c3)cc2[N+](=O)[O-])c1 (stereo not drawn) | -1 | -0.1 | -9 | -1 | 0 | 1 | -2 | 5 | -1 | 7 |
| COc1cccc(NC(=O)CN(C)S(=O)(=O)c2ccc3c(c2)n(C)c(=O)c(=O)n3C)c1 | 2 | -1.2 | 7 | -3 | 12 | 1 | 1 | 0 | -3 | 8 |
| O=C(CSc1cn(CC(=O)N2CCCCCC2)c2ccccc12)NCC1CCCO1 (stereo not drawn) | -4 | -0.3 | -1 | 6 | 8 | 5 | -1 | -8 | 8 | -3 |
| Cc1cccc(NC(=O)c2sc(NC(=O)c3ccco3)c(C#N)c2C)c1C | -1 | 0.4 | 1 | -3 | 0 | 0 | -4 | 0 | 4 | -8 |
| COC(=O)c1c(-c2ccc(S(C)(=O)=O)cc2)sc2cc(OC)ccc12 | 1 | -1.8 | -25 | -13 | 4 | -1 | -3 | -2 | 0 | 0 |
| O=C(NCc1cccnc1)c1ccc2nc([C@@H]3O[C@H](CO)[C@H](O)[C@H](O)[C@H]3O)[nH]c2c1 | -2 | -1.5 | . | 2 | 1 | -4 | 0 | -1 | 7 | -1 |
| CC[C@]12c3[nH]c4ccccc4c3CCN1C(=O)C(CC(=O)NCCCn1ccnc1)C[C@@H]2C(=O)N1CCN(C(=O)c2ccco2)CC1 (stereo partly drawn) | 5 | -0.1 | -5 | 0 | -2 | -1 | -4 | -1 | -2 | 3 |
| Cc1ccc(C(=O)NNC(=O)c2ccc3c(c2)OCCO3)cc1 | -3 | -2.1 | 0 | 2 | 0 | -3 | -4 | 1 | 1 | 3 |
| CC1CCCCC12NC(=O)N(CC(=O)Nc1ccccc1N1CCOCC1)C2=O (stereo not drawn) | -4 | 1.2 | 2 | -3 | -4 | -2 | 3 | -7 | -6 | -1 |
| CCOC(=O)c1c(-c2cccs2)csc1NC(=O)CN1CC(C)OC(C)C1 (stereo not drawn) | -1 | -0.1 | -19 | -15 | 1 | 1 | 3 | 4 | 1 | -6 |
| CN(C(=O)C1CCC(=O)N(Cc2cccc(F)c2)C1)C1CCCCC1 (stereo not drawn) | -1 | -0.2 | 4 | 7 | 0 | 2 | -7 | -11 | 1 | 3 |
